GLP1R inv ag – inverse agonists of human GLP-1 receptor. AID 624417. Potency, µM (highest dose often 38.3 µM), for inactives: at the highest dose activity change, negative = inhibition, most hits filed as inhibitors. HEK293 GLP-1R CRE-luciferase, luminescence, 24 h; GLP-1R form is constitutively active. 410,000 compounds, 1.6% hits. P43220; note: potency is the fitted concentration of half-maximal effect; % is set by controls: 0 for no effect and ±100 for the full control effect; nearly all actives have a fitted effect of over 55% in size
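HEK293 cells stably co-expressing constitutively active GLP-1R and a cAMP-responsive luciferase reporter were seeded in DMEM with 10% Nu serum, given compounds after 12 h, and incubated 24 h at 37 deg C. Luminescence was then read.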
D3 ag – D3 dopamine receptor (human) agonism; P35462; D3R DiscoveRx beta-arrestin cells, luminescence, 90 min; max activation, %; 410,000 compounds, 0.58% hits; AID 652048; in the data active = max activation above about 30%; note: 0% is about no effect; mostly tested at two doses, the higher about 12 µM
Target sequence (P35462 whole entry, looked up): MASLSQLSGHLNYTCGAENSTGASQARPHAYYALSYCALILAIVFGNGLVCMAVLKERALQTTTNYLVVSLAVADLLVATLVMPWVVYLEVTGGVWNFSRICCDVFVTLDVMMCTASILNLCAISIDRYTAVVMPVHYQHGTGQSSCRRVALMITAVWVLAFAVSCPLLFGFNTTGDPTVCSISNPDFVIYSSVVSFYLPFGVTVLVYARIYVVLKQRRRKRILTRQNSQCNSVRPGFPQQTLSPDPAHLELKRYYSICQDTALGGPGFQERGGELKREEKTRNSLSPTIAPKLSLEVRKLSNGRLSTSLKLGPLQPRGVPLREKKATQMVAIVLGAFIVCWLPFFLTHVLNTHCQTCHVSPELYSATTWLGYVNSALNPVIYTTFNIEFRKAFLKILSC
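Agonist-mode cell screen: cells plated at 1500/well and incubated overnight at 37 °C, then exposed to library compounds for 90 min at 37 °C. Detection reagent was added for 30–60 min at room temperature, and luminescence was read.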
D3 antag – D3 dopamine receptor (human) antagonism. AID 652054. 360,000 compounds, 2.5% hits. D3R cells, DiscoveRx beta-arrestin luminescence, antagonist mode; active compounds read low. max response, negative = inhibition, %. P35462; in the data active = max response below about -50%; inconclusive = no clear call, values can overlap the other calls; note: % is set by controls: 0 for no effect and ±100 for the full control effect; mostly tested at two doses, the higher about 12 µM
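Cells expressing the human receptor were seeded at 1500 cells/well, incubated overnight at 37 degrees C in 5% CO2, then exposed to library compounds with dopamine controls for 90 minutes at 37 degrees C before luminescent detection.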
PTHR1 ag – PTHR1 (human) receptor agonism; 410,000 compounds, 0.075% hits; HEK293 GP2 PTHR1 cells, GloSensor cAMP luminescence, 1 h; Potency, µM (top dose mostly 115 µM), for inactives: at the highest dose activation, hits mostly activators; note: potency is the fitted concentration of half-maximal effect; nearly all actives have a fitted effect of over 55% in size; some results filed as inactive show a strong effect at the top dose; inactives centre near -15; many of its hits are not listed in these tables
Target sequence (Q03431 whole entry, looked up): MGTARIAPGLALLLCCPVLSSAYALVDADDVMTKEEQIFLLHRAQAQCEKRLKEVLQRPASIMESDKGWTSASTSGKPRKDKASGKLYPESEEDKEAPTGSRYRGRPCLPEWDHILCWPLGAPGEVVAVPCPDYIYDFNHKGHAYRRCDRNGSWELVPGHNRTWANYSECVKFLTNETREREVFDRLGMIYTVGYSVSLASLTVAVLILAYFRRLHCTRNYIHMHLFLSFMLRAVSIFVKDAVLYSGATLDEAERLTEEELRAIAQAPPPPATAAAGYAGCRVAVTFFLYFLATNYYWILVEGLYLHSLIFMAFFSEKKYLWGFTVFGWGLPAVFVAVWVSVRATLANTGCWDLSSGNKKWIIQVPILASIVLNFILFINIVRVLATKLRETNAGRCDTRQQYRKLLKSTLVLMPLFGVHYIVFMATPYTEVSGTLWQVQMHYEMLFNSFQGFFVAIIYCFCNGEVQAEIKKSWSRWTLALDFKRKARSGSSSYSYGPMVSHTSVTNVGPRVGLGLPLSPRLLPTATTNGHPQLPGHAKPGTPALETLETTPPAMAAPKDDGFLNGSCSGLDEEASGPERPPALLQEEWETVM
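HEK-293-derived GP2 cells expressing PTHR1 and a GloSensor cAMP reporter, 3,000/well, plated overnight, given luciferin plus IBMX (each 0.5 mM as added) for 1 h at 37 °C, then compound for 1 h at 37 °C. Luminescence was read after 15 min at room temperature.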
KB-V1 MDR tox – kills drug-selected multidrug resistant KB-V1 cells; KB-V1 MDR cells viability, CellTiter-Glo, 72 h; Potency, µM (top dose mostly 46.1 µM), for the others: at the highest dose activity change, negative = cytotoxicity, hits mostly cytotoxic; 400,000 compounds, 3.4% hits; AID 1347076; note: potency is the fitted concentration of half-maximal effect; % is set by controls: 0 for no effect and ±100 for the full control effect; nearly all actives have a fitted effect of over 60% in size
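KB-V1, DMEM (no phenol red) + 10% FBS; cpd pin-transferred, titration series; 72 h, 37 degrees C; CellTiter-Glo, luminescence. Data normalized, curve-fit.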
GLP1R ag – agonists of human GLP-1 receptor; P43220; HEK293 GLP-1R CRE-luciferase, luminescence, 4-6 h; cells express a hypersensitive GLP-1R form; Potency, µM (titrated, usually from 45.6 µM), without a hit: at the highest dose activation, usual class: activators; 380,000 compounds, 0.007% hits; note: potency is the fitted concentration of half-maximal effect; % of control where 0% means no effect
aSyn rescue – alpha-synuclein toxicity inhibition in yeast; Yeast expressing alpha-synuclein, growth rescue, BacTiter-Glo, 24 h; 370,000 compounds, 0.14% hits; Potency, µM (highest dose often 46.1 µM), without a hit: at the highest dose growth rescue (activation), actives largely listed as activators; note: potency is the fitted concentration of half-maximal effect; % of control where 0% means no effect; nearly all actives have a fitted effect of over 65% in size
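Screening used galactose-induced yeast with toxic alpha-synuclein levels, exposed to compound for 24 hr at 30 deg C. Cell growth, read with BacTiter-Glo luminescence, gave the measured signal.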
HEK293 tox – cytotoxicity in counter-screen for GLP-1R inverse agonists; Potency, µM (series often up to 38.3 µM), without a hit: at the top dose activity change, negative = inhibition, actives largely listed as inhibitors; HEK293 cAMP-luciferase reporter cells, luminescence, 24 h; 410,000 compounds, 0.13% hits;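 note: loss of luciferase light is scored as toxicity; potency is the fitted concentration of half-maximal effect; % is set by controls: 0 for no effect and ±100 for the full control effect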
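A 23 nL compound transfer followed 12 hours of cell culture at 37 deg C; exposure then lasted 24 hr. Luciferase assay detection reagent was dispensed and plates read for luminescence after a 12 min room-temperature wait.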
TDP43 rescue – inhibitors of TDP-43 toxicity in yeast | 410,000 compounds, 1.8% hits | TDP-43 expressing yeast growth rescue, BacTiter-Glo, 24 h | AID 652104 | Potency, µM (series often up to 46.1 µM), for inactives: at the highest dose growth rescue (activation), hits mostly activators; note: potency is the fitted concentration of half-maximal effect; % of control where 0% means no effect; nearly all actives have a fitted effect of over 50% in size
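In this qHTS, compounds that restore growth of yeast expressing TDP-43 appear as activators. Cells (OD600=0.02, galactose medium, raffinose-pregrown) are incubated with compound 24 hr at 30 deg C and growth is quantified by BacTiter-Glo.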
Active calls of the source: *; i = inactive; ? = inconclusive; · = no result given; & = joins results of further samples; [ ] = another dose, or the depositor's remark. Unless noted, calls come from the whole dose curve; as a rule, active = well fitted curve in the direction sought with a large enough effect; inconclusive = small, poorly fitted or top-dose-only effect, or another doubt; inactive = no such curve, though single readings can be large; an effect the other way counts as inactive or inconclusive. Only part of the results is shown, so the mix of outcomes need not match the whole.

SMILES	GLP1R inv ag	D3 ag	D3 antag	PTHR1 ag	KB-V1 MDR tox	GLP1R ag	aSyn rescue	HEK293 tox	TDP43 rescue
O=C(OCC(=O)c1ccc[nH]1)c1ccc(S(=O)(=O)N2CCCCCC2)cc1	2.4%	2.8	-14.5	i	-6.1%	-13.7%	0.0%	2.1%	9.9%
CN(C)CCCN(C(=O)c1ccc(S(=O)(=O)N2CCCCCC2)cc1)c1nc2ccc(F)cc2s1	?	-17.0	-28.6	-7.1%	-18.4%	6.5%	1.5%	-29.3%	-6.5%
Cc1cc(-c2ccc(/C=N/n3cnnc3)o2)c([N+](=O)[O-])cc1C	0.0%	1.6	7.1	i	-8.9%	26.0%	1.9%	3.7%	1.7%
O=C(NNC(=O)C1C2CCC(C2)C1C(=O)O)c1ccc(Cl)cc1 (stereo not drawn)	-25.4%	-12.4	-23.8	14.0%	-8.3%	3.6%	-0.4%	-1.2%	-22.3%
Cc1nc(SCc2ccccc2)c2ccsc2n1	?	1.3	8.4	-26.3%	?	21.9%	6.1%	24.4%	11.9%
CCOc1ccc(NC(=O)CCNC(=O)Cn2cnc3ccccc3c2=O)cc1	-23.9%	1.1	-6.0	-18.6%	2.3%	6.8%	-5.8%	-8.0%	11.1%
C/C(=N\NC(=O)CSc1nc(C)[nH]c1[N+](=O)[O-])c1ccc(F)cc1	17.9%	-0.4	6.1	-19.8%	12.3%	-0.9%	-0.5%	?	-3.9%
CC(=O)Nc1ccc(S(=O)(=O)NCc2nc(-c3cccc(C)c3)no2)cc1	4.6%	-13.3	-3.3	-2.3%	10.4%	14.1%	-3.1%	19.5%	-23.1%
CCOC(=O)C1=C(CSc2nc(CC)c(C)cc2C#N)OC(N)=C(C#N)C1c1ccc(OC)cc1 (stereo not drawn)	5.8%	2.3	2.7	-3.3%	-2.1%	9.4%	7.6%	23.3%	19.2%
FC(F)(F)c1cccc(N2CCN(Cc3nnc(-c4ccccc4)o3)CC2)c1	-22.3%	-6.8	·	-34.5%[inhibitor]	-8.8%	·	·	1.0%	?
CCN(Cc1ccccc1)C(=O)C1CCN(Cc2ccc(SC)cc2)CC1	?	-16.9	-25.9	-76.9%[inhibitor]	-14.8%	2.0%	-0.4%	-14.2%	-1.6%
O=C(NCc1nnc(SCc2ccccc2)n1-c1ccccc1)C12CC3CC(CC(C3)C1)C2	?	2.3	11.7	-27.0%	?	6.0%	12.0%	-8.7%	-7.6%
Cc1nn(-c2ccccc2)c(Cl)c1C(=O)NCCCCNC(=O)c1c(C)nn(-c2ccccc2)c1Cl	14.1%	3.9	-22.8	i	2.1%	-1.4%	2.5%	19.0%	4.4%
Cc1nn(-c2ccccc2)c(Cl)c1C(=O)N(C)CC(=O)Nc1cccc(F)c1	?	0.4	-2.0	-8.8%	-9.8%	6.8%	-10.7%	-6.6%	-8.7%
CC(C)c1cc(C(=O)N/N=C/C(Br)=C/c2ccccc2)n[nH]1	8.91µM*	-1.0	-24.7	-36.1%[inhibitor]	-26.2%	26.1%	9.4%	?	20.1%
Cn1c(SCC(=O)N/N=C/c2cccs2)nc2ccccc21	0.1%	0.0	13.7	-1.8%	9.5%	4.9%	8.7%	-16.6%	-5.1%
NC(=O)c1ncn([C@@H]2O[C@H](CNCc3cccn3-c3ccncc3)[C@@H](O)[C@H]2O)n1	11.1%	5.7	-4.6	-11.4%	-0.7%	-1.7%	-5.1%	3.2%	2.0%
COc1cccc(/C=C/C(=O)N2CCN(S(=O)(=O)c3ccccc3)CC2)c1OC	-0.2%	1.8	36.3	i	-0.9%	9.9%	9.0%	-7.6%	0.0%
CC(=O)c1cc(C#N)c(N2CC(C)OC(C)C2)nc1C (stereo not drawn)	7.2%	8.8	3.0	-16.2%	7.6%	8.6%	-8.3%	0.3%	1.5%
CCOC(=O)N1CCc2c(sc(NCc3sccc3C)c2C(=O)Nc2ccccc2OCC)C1	-18.2%	4.4	·	i	0.0%	·	·	-0.4%	-10.2%
COc1ccc(OC)c(NC(=O)CCNS(=O)(=O)c2ccc3c(c2)c(=O)n(C)c(=O)n3C)c1	16.2%	2.3	-3.5	-17.5%	?	-5.4%	-3.7%	-13.0%	-8.5%
COCCN(Cc1cc2cc(C)ccc2nc1Cl)C(=O)Nc1ccccc1OC	12.4%	0.8	19.9	-26.0%	1.9%	-5.6%	2.9%	-1.7%	10.9%
CC(=O)NC(Nc1nc2c(s1)CCCC2)(C(F)(F)F)C(F)(F)F	-7.7%	-1.3	-15.7	i	3.4%	0.8%	-1.1%	6.2%	-8.3%
O=C(NCc1cccs1)c1cc(-c2ccccc2)on1	5.9%	-12.1	42.5	-14.4%[57.5 µM]	0.5%	-6.5%	-2.5%	2.4%	-27.3%
COC(=O)C[C@H]1c2cc(C(F)(F)F)ccc2S(=O)(=O)N1C(C)(C)C	6.0%	1.9	3.1	-23.0%	0.0%&-20.3%	23.8%	2.5%	-1.1%	?
CCOc1ccc(CCNC(=O)Cn2ncn3nc(-c4ccc(OC)cc4)cc3c2=O)cc1	-1.0%	5.6	-0.2	i	1.6%	-1.8%	-1.5%	1.1%	7.4%
COc1ccc(C(CNCC(=O)Nc2ccccc2F)N(C)C)cc1 (stereo not drawn)	-15.0%	-2.3	-0.9	-14.2%	-28.0%	-3.9%	0.4%	5.6%	2.8%
O=C(O)/C(=C\c1ccco1)NC(=O)c1ccc(Br)o1	12.0%	2.9	-0.3	i	26.2%	-6.0%	-0.8%	6.5%	-0.9%
Cc1ccc(C)n1-c1ccc(C#N)cn1	5.9%[0.307 µM]	-4.6	-0.7	-23.0%	0.2%	8.0%	-7.0%	-4.6%[0.307 µM]	-3.3%
Cc1ccc(C)c(Cn2c3ccccc3c3cnn(CC(=O)NCc4ccccc4)c(=O)c32)c1	-1.5%	-10.0	·	i	1.0%	·	·	2.2%	17.5%
COc1cc(SC#N)ccc1N=Cc1c(C)[nH]n(-c2ccc(C)cc2)c1=O	?	37.3*	14.1	i	?	1.5%	3.7%	?	11.3%
COc1cc(CN(C)C(=O)C(=O)c2c[nH]c3ccccc23)ccc1O	37.4%[activator]	-1.2	-11.9	-27.7%	?	4.7%	-9.0%	10.8%	7.7%
C/C(=C\C#N)n1nc(C)cc1N	0.8%	1.1	-19.3	1.8%	-2.4%	0.5%	-4.3%	5.7%	-17.5%
COCc1cc(Sc2ccc(Cl)cc2)nc(C)n1	28.1%	3.0	12.9	-66.1%[inhibitor]	0.1%	-1.2%	-6.0%	5.9%	11.2µM*
CCCn1c(-c2cccc(Br)c2)nc2ccccc21	-31.8%	7.4	·	-70.5%[inhibitor]	-1.8%	·	·	12.6%	25.8%
O=C(c1sccc1Br)N1CCN(Cc2ccc3c(c2)OCO3)CC1	?	-12.8	-17.6	-37.9%[inhibitor]	?	10.6%	-8.6%	1.6%	-17.5%
CC1(C(=O)NS(=O)(=O)c2cccc(Cl)c2)CCN1C(=O)C1CC1 (stereo not drawn)	4.9%	-2.3	0.0	i	3.1%	-2.7%	-2.6%	-0.4%	8.5%
COc1ccc(/C=N/Nc2cc(C)nc3ccc(OC)cc23)c(OC)c1	?	-3.2	-13.2	-6.4%	?	-21.7%	-5.3%	55.9%[activator]	?
O=C(Nc1ccc(F)cc1)c1cc2cc3ccc(Cl)cc3nc2o1	-10.3%	-0.4	·	i	0.0%	0.5%	·	-20.3%	-5.0%
Cc1ccc(N(CC(=O)N2CCN(c3ccccc3)CC2)S(=O)(=O)c2c(C)noc2C)cc1	-7.4%	0.1	·	-24.7%	-25.1%	-1.0%	·	-10.9%	31.4%

Three of the compounds above, with two lines to a compound:
Values run as follows: GLP1R inv ag	D3 ag	D3 antag	PTHR1 ag	KB-V1 MDR tox	GLP1R ag	aSyn rescue	HEK293 tox	TDP43 rescue
> Cc1ccc(C)n1-c1ccc(C#N)cn1
    5.9%[0.307 µM]	-4.6	-0.7	-23.0%	0.2%	8.0%	-7.0%	-4.6%[0.307 µM]	-3.3%
> COc1ccc(C(CNCC(=O)Nc2ccccc2F)N(C)C)cc1 (stereo not drawn)
    -15.0%	-2.3	-0.9	-14.2%	-28.0%	-3.9%	0.4%	5.6%	2.8%
> CC1(C(=O)NS(=O)(=O)c2cccc(Cl)c2)CCN1C(=O)C1CC1 (stereo not drawn)
    4.9%	-2.3	0.0	i	3.1%	-2.7%	-2.6%	-0.4%	8.5%

(further entries)
SMILES	GLP1R inv ag	D3 ag	D3 antag	PTHR1 ag	KB-V1 MDR tox	GLP1R ag	aSyn rescue	HEK293 tox	TDP43 rescue
O=C(Nc1ccc(F)c(F)c1)C1CCCCC1	-23.1%	-7.2	-8.0	-30.5%[inhibitor]	7.1%	3.3%	-9.7%	0.7%	?
Cc1ccc(C)c(NC(=O)CN(Cc2ccccc2)S(=O)(=O)c2ccc3nc(C)sc3c2)c1	0.8%	0.8	·	-10.7%	10.1%	·	·	3.1%	16.9%
Cc1ccc(C)c(CN2C(=O)CSc3ccc(C(=O)NCC(C)CN4CCC(C)CC4)cc32)c1 (stereo not drawn)	6.9%	-1.1	10.3	i	?	-0.4%	-0.7%	-3.0%	-6.1%
O=C(CN1CCN(Cc2cccc(F)c2)CC1)Nc1ccccc1F	?	-5.0	-6.0	i	26.6%	13.6%	2.5%	-3.2%	28.2%
CCS(=O)(=O)n1nc(-c2ccco2)nc1NCc1ccc(C(C)C)cc1	?	4.3	·	-44.5%[inhibitor]	?	·	·	28.0%	?
COC(=O)C1=C(C)NC(=O)/C1=C\c1cccs1	50.0%[activator]	-1.3	-10.2	i	-7.6%	8.1%	6.4%	-26.7%	?
NCCSSCCN	13.5%	15.0	-3.0	-2.4%	6.8%	-2.8%	-9.2%&-9.1%	0.1%	9.0%
